Screening data deposited in PubChem BioAssay by several laboratories.
OX1R antagonist: human HCRTR1 antagonism; hit rate 0.43% among 330,000; AID 434989; CHO/OX1R cells, Fluo-8 calcium fluorescence, orexin A; inhibition, % at 5 µM; O43613;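 active means inhibition above its plate's threshold, mean inhibition of all tested compounds on the plate plus 3 SD, cut at about 37% in these data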;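 further: 0% = orexin A challenge wells and 100% = SB-334867-A antagonist wells; not every result past the cut was called active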
Target sequence (O43613 whole entry, looked up): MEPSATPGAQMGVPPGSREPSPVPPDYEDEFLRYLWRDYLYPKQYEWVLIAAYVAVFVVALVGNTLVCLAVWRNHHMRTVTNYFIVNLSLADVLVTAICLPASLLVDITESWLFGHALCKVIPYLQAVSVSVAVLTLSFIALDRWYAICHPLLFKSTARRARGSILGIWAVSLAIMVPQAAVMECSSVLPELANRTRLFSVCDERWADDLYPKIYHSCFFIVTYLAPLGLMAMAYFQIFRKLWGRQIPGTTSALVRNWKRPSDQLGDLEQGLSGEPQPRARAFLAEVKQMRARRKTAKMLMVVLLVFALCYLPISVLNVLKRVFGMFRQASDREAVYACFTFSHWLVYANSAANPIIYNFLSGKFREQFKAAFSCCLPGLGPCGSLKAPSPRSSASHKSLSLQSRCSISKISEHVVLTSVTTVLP
CHT PAM: allosterically activates the human high affinity choline transporter | Q9GZV3 | B-score at 10 µM | CHT-expressing cells, membrane potential dye, choline EC20; stronger effect = higher value; LV-AA mutant CHT in HEK293 cells | hit rate 0.49% among 310,000;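 active means initial fluorescence not abnormally high and integrated response B-score, plate-corrected, over 3 SD above library mean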
Target sequence (Q9GZV3 whole entry, looked up): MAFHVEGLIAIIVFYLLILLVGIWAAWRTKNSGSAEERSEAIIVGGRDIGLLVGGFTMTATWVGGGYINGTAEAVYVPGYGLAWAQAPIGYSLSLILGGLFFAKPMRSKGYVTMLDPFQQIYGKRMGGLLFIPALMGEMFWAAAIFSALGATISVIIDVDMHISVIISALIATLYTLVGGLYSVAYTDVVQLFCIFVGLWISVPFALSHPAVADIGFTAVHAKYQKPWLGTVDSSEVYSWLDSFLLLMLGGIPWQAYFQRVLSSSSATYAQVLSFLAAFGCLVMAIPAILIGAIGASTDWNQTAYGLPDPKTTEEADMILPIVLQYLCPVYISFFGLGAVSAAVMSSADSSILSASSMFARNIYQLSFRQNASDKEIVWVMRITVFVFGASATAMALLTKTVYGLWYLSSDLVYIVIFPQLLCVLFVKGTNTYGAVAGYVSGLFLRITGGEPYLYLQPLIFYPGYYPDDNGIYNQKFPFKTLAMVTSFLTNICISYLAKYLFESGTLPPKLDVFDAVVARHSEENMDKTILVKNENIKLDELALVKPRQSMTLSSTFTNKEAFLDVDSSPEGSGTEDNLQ
Numbers without * were called inactive; i = inactive; . = not tested or not shown.

structure | OX1R antagonist | CHT PAM
O=C(O)/C(=C\c1cn(-c2ccccc2)nc1-c1ccc(Cl)cc1)NC(=O)c1ccccc1 | 3 | i
Cc1ccc(C(=O)NNC(=O)CCn2nnc3ccccc32)cc1 | -3 | i
CN(CC(O)COc1ccc(S(=O)(=O)N2CCOCC2)cc1Cl)C1CCCCC1 (stereo not given) | -12 | i
CC(=O)Nc1ccc(C(=O)OCC(=O)NCc2ccccc2)cc1 | -22 | i
C/C(=N/Nc1ccc(Cl)cc1)c1cnnc(-c2ccccc2)n1 | -12 | i
COCCCn1c(=O)/c(=C\c2ccccc2OC(F)F)s/c1=C(/C#N)C(=O)NCCOC | -13 | i
Cc1cc2oc(=O)sc2cc1NS(=O)(=O)c1cccc2cccnc12 | -8 | i
Cc1ccc2c(c1)N(CC(=O)N1CCCC1)C(=O)CO2 | -11 | i
COc1ccc(CNC(=O)CC23CC4CC(CC(C4)C2)C3)cc1 | -23 | i
COc1ccc2nc(NC(=O)[C@@H]3CCCN3C(=O)c3cccs3)sc2c1 | -20 | i
CCOC(=O)CNC(=O)c1c(C)nn(C)c1Cl | 4 | i
CNC(=O)COc1coc(CN2CCN(c3ccc(F)cc3)CC2)cc1=O | -11 | i
COc1ccc(OC)c(-c2csc(NC(=O)Cc3ccccc3F)n2)c1 | -16 | i
CSc1ncccc1C(=O)OCC(=O)c1ccc[nH]1 | 8 | .
COc1cccc(C2=CC(c3ccc(C)cc3)n3ncnc3N2)c1 (stereo not given) | -32 | i
CCOC(=O)N1CCN(C(=O)c2cc(OC)c(OC)c(OC)c2)CC1 | -4 | i
Cc1cccc(C)c1NC(=O)c1ccc(CN2CCc3ccccc3C2)cc1 | -11 | i
CCN(CC)C(=O)Cn1nnc(-c2ccc(C)o2)n1 | 0 | i
O=C(C1CCCN1S(=O)(=O)c1cccc2nsnc12)N1CCN(c2ccccc2)CC1 (stereo not given) | -8 | i
NC(=O)CC(NC(=O)Cc1cccc2ccccc12)c1ccc(NCc2ccccn2)c([N+](=O)[O-])c1 (stereo not given) | -6 | i
COC(=O)c1ccsc1NC(=O)CS(=O)(=O)c1ccccc1 | -11 | i
CCOC(=O)c1ccccc1NC1c2ccccc2C(=O)N1c1cc(C)ccn1 (stereo not given) | -43 | i
O=C(O/N=C1\C(=O)N(c2ccccc2)c2ccccc21)C1CC1 | -7 | i
CCC(=O)c1ccc(N2CCN(C(=O)c3cc([N+](=O)[O-])ccc3F)CC2)c(F)c1 | -25 | i
CC1CCN(c2nc(-c3ccccc3)cc(C(F)(F)F)n2)CC1 | -19 | i
Cc1ccc(S(=O)(=O)NCCCNS(=O)(=O)c2ccccc2Br)cc1 | 11 | .
COc1ccc(CCN2C(=O)c3[nH]nc(-c4ccccc4O)c3C2c2cccc(Cl)c2)cc1 (stereo not given) | -40 | i
COc1ccc(NC(=O)CC2CCCCC2)cc1OC | -16 | i
Cc1ccc(S(=O)(=O)N(C)CC(=O)NCCCn2ccnc2)cc1 | -8 | i
Cc1ccc(C)c(C(=O)OCC(=O)Nc2cccc(S(=O)(=O)N3CCCCC3)c2)c1 | 54* | .
CCN1CC=C2C(C#N)=C(N)C(C#N)(C#N)[C@H](c3ccoc3)[C@H]2C1 | -6 | i
O=C1NC(c2ccncc2)Nc2sc3c(c21)CCCC3 (stereo not given) | -25 | i
CCCNC(=O)C1CC(=O)N(c2ccc(OCC(=O)Nc3cc(C)cc(C)c3)cc2)C1 (stereo not given) | -8 | i
O=C(C1=C(O)C(=O)N(Cc2cccnc2)C1c1ccccn1)c1cccs1 (stereo not given) | -19 | i
Nc1no[n+]([O-])c1-c1ccccc1 | -14 | i
O=C(c1ccc(Br)o1)N1CCN(c2ccc3nnc(-c4ccccc4)n3n2)CC1 | -29 | i
COc1ccc(-c2nnc(N)s2)cc1 | -16 | i
Cc1ccc2c(c1)=C(c1sc(N(C)c3ccc(O)cc3)nc1O)C(=O)N=2 | -6 | i
CC1(c2ccccc2)NC(=O)N(Cc2ccc([N+](=O)[O-])cc2)C1=O (stereo not given) | -3 | i
CC(=O)c1ccc(N2CCN(C(=O)c3ccco3)CC2)c(F)c1 | -7 | i

One compound at a time, as listed above.
O=C(C1=C(O)C(=O)N(Cc2cccnc2)C1c1ccccn1)c1cccs1 (stereo not given) in the list: OX1R antagonist = -19; CHT PAM = i
CCCNC(=O)C1CC(=O)N(c2ccc(OCC(=O)Nc3cc(C)cc(C)c3)cc2)C1 (stereo not given) in the list: OX1R antagonist = -8; CHT PAM = i

Next part:
structure | OX1R antagonist | CHT PAM
Cc1nc2sc(C(c3cccc(F)c3)N3CCCCC3)c(O)n2n1 (stereo not given) | -27 | i
CCCc1cc(C(=O)Nc2ccc(C(=O)c3ccc(C)cc3)cc2)n(C)n1 | 1 | i
O=c1ccc2c(-c3ccccc3)c3ccc(O)cc3oc-2c1 | 107* | i
Cc1cccc([C@@H]2C[C@H]3CN(Cc4cccc(Cl)c4)C(=O)[C@]34CCCN24)n1 | -20 | i
COc1ccccc1-n1cnnc1SCC(=O)c1ccc[nH]1 | -7 | i
COc1ccc(/C=C/C(=O)NC2CCS(=O)(=O)C2)cc1 (stereo not given) | 9 | i
COc1ccc(NC(=O)C2=CC(c3ccc(OC)cc3)=NS(=O)(=O)N2C)cc1 | -8 | i
CC(=O)c1c(C(C)=O)c(C)n(-c2ccc3ncccc3c2)c1C | -10 | i
CC1(C)Cc2c(c(N3CCOCC3)nc3sc(C(N)=O)c(N)c23)CO1 | -12 | i
Cc1cccc(Nc2cc(C)c3c(O)cccc3n2)c1C | -23 | i
O=C(NC12CC3CC(CC(C3)C1)C2)N1CCN(c2ccccc2)CC1 | -7 | i
COc1ccc(OCC(=O)NCCc2c[nH]c3ccccc23)cc1 | -22 | i
CCc1ccccc1NC(=O)CSc1nnc(-c2ccncc2)o1 | -1 | i
Cc1cc(NC(=O)CN2CCCCCCC2)no1 | -3 | i
N#Cc1cnc(NN)nc1 | -82 | i
O=C(Nc1c(C(=O)O)oc2ccc(Br)cc12)c1ccccc1 | -8 | i
COC(=O)c1sc(NC(=O)c2c(-c3ccccc3)noc2C)nc1C | -11 | i
CC(C)N(C(=O)[C@H]1C[C@H](CC(=O)NCc2cccc(C(F)(F)F)c2)C(=O)N2CCc3c([nH]c4ccc(Cl)cc34)[C@]12C)C(C)C | -32 | .
Cc1nn(-c2ccccc2)c(Cl)c1/C=N/NC(=O)c1ccccc1NS(=O)(=O)c1cccs1 | -28 | i
Cc1ccc(S(=O)(=O)N2CCOC23CCN(C(=O)c2ccccc2Br)CC3)cc1 | -27 | i
O=C(N/N=C/c1cc(Br)cs1)c1ccc2c(c1)OCCO2 | -14 | i
CC(CCN1CCN(c2ccccc2)CC1)c1ccccc1 (stereo not given) | . | i
CCOC(=O)CN1C(=O)CCSc2ccc(Cl)cc21 | -11 | i
COc1ccccc1NC(=O)Cn1c(=O)oc2ccccc21 | 6 | i
CCCCCC(=O)Nc1ccc(N2CCOCC2)c(S(=O)(=O)Nc2ccc(OC)cc2)c1 | -25 | i
Cn1c(C(=O)OC(C(=O)NC(C)(C)C)c2cccnc2)cc2sccc21 (stereo not given) | -34 | i
CC(C)(C)c1ccc(C(=O)NC(=S)NCc2cccnc2)cc1 | -38 | i
COC(=O)C(C)(C)ONC(=O)Nc1ccccc1Cl | -12 | i
COCC(=O)Nc1sc2c(c1C(=O)OC)CCCC2 | -19 | i
CCOC(=O)c1ccc(COC(=O)CNC(=O)CNC(=O)c2ccc(OC)cc2)o1 | -25 | i
Cc1ccc(S(=O)(=O)Nc2ccc(Br)cc2C(NCC(=O)O)c2ccccc2)cc1 (stereo not given) | -18 | i
COc1ccc(NC(=O)CC2Nc3ccccc3NC2=O)c([N+](=O)[O-])c1 (stereo not given) | -7 | i
CCc1ccc(C2C(C#N)=C(N)Oc3cc(N)ccc32)cc1 (stereo not given) | -11 | i
COc1ccc(N=Cc2sc3ccccc3c2Cl)cc1 | 2 | i
N#CC(C#N)=CNc1cccnc1 | -11 | i
O=C(Nc1nnc(C2=COCCO2)o1)c1ccc([N+](=O)[O-])s1 | -8 | i
NC(=O)COC(=O)CSc1ccc2ccccc2c1 | 4 | i
CC(Oc1ccc2c3c(c(=O)oc2c1)CCC3)C(=O)NC1CCN(Cc2ccccc2)CC1 (stereo not given) | -22 | i
COc1ccc(CNC(=O)CN(C(=O)c2csnn2)c2ccc(F)cc2)cc1 | -12 | i
Cc1cc(-c2nnc(SCC(=O)Nc3ccccc3C(F)(F)F)n2N)n[nH]1 | 7 | i
COc1c(Cl)cc(Cl)cc1C(=O)Nc1ccccc1N1CCN(C(C)=O)CC1 | -16 | i
Cc1ccc(Nc2nnc(SCC(=O)Nc3ncc(C(F)(F)F)cc3Cl)s2)cc1 | -46 | i
COc1ccc(NC(=O)C(CC(=O)O)Cc2ccc(Br)cc2)cc1 (stereo not given) | . | i
Cc1ccc2nsnc2c1NC(=O)COc1ccccc1F | -33 | i
CC(OC(=O)c1cc(S(=O)(=O)N2CCOCC2)ccc1F)C(=O)NC1CCCCC1C (stereo not given) | -28 | i
COc1ccc2c(c1)cc(C(=O)N/N=C/c1c(O)c(C(=O)O)cc3ccccc13)n2C | -13 | i
Cc1nonc1NC(=O)c1oc2ccc(F)cc2c1C | -14 | i
Brc1cnc2ccccc2c1N1CCCCC1 | -20 | i
Cc1ccc(C(=O)n2nc(C#N)c(C#N)c2N)cc1 | -2 | i
Cc1ccccc1CCN(C(=O)CN1C(=O)c2ccccc2S1(=O)=O)C(C(=O)NCC1CCCO1)c1ccncc1 (stereo not given) | -10 | i
CCc1ccc(C(C(=O)NCc2ccccc2)N(C(=O)c2csnn2)C2CC2)cc1 (stereo not given) | -21 | i
COc1ccc(CNC(=O)C(C)Sc2nc3ccccc3c(=O)n2CCCN2CCOCC2)cc1 (stereo not given) | -37 | i
Cc1nnc(-c2cccc(Br)c2)c2cn(-c3cccc(Br)c3)nc12 | -25 | i
Cc1ccc(C2(C)NC(=O)N(CC(=O)Nc3cc(S(=O)(=O)N4CCCCC4)ccc3OC(C)C)C2=O)cc1 (stereo not given) | -17 | i
C/C(O)=C(/C=Nc1ccccc1)C(=O)Nc1ccccc1 | -31 | i
O=C(OCCNc1ncc(C(F)(F)F)cc1Cl)c1ccc(S(=O)(=O)N2CCOCC2)cc1 | -16 | i

Compounds from the list above containing a tert-butyl group:
structure | OX1R antagonist | CHT PAM
Cn1c(C(=O)OC(C(=O)NC(C)(C)C)c2cccnc2)cc2sccc21 (stereo not given) | -34 | i
CC(C)(C)c1ccc(C(=O)NC(=S)NCc2cccnc2)cc1 | -38 | i

Additional results follow:
structure | OX1R antagonist | CHT PAM
Cc1ccc(NC(=S)N(Cc2cccs2)Cc2cc3cc(C)cc(C)c3[nH]c2=O)cc1 | -28 | i
NC(=O)CCC(NS(=O)(=O)c1ccc(Cl)cc1)C(=O)NCC1CCCCC1 (stereo not given) | -33 | i
Cn1c(=O)c2c(nc(CN3CCN(c4ccccc4)CC3)n2CCc2ccccc2)n(C)c1=O | -41 | i
COc1ccc(N/C(C)=C2/C(=O)C(=O)N(CCO)C2c2ccc([N+](=O)[O-])cc2)cc1 (stereo not given) | -7 | i
Cc1ccc(C(C)C)cc1OCC(=O)N/N=C/c1ccc2c(c1)OCCO2 | -11 | i
O=S(=O)(N1CCOCC1)N1CCN(c2ccccc2F)CC1 | -10 | i
O=C(CS(=O)(=O)c1ccccc1)N(CCCN1CCOCC1)c1nc2c(F)cccc2s1 | -23 | i
Cc1ccc2c(CC(=O)NCC3(N4CCOCC4)CCCCC3)coc2c1C | -15 | .

Some of the entries so far, with values under each structure.
Sequence of screens: OX1R antagonist, CHT PAM
> NC(=O)CCC(NS(=O)(=O)c1ccc(Cl)cc1)C(=O)NCC1CCCCC1 (stereo not given)
→ -33, i
> Cc1ccc(C(C)C)cc1OCC(=O)N/N=C/c1ccc2c(c1)OCCO2
→ -11, i

Further records
structure | OX1R antagonist | CHT PAM
C/C(=N\O)c1cc(Cl)cc(Cl)c1O | -1 | i
Cc1cc(C)c(OCCNCc2ccccc2)c(C)c1 | -21 | i
O=S(=O)(/C=C/c1ccccc1)N1CCN(c2nc(-c3ccccc3)nc3ccccc23)CC1 | -21 | i
O=C1OCCN1CCNCc1cn(-c2ccc(F)cc2)nc1-c1ccccc1Cl | -22 | i
Cc1scc(C(=O)N2CCN(c3ccc(Cl)cc3)CC2)c1C | -12 | i
O=C(NCc1cccs1)C1CCCN1C(=O)Nc1cccc(F)c1 (stereo not given) | -16 | i
COc1ccc(-c2nn(-c3ccccc3)cc2/C=C2/SC(=S)N(Cc3ccco3)C2=O)c(C)c1 | -3 | i
CCOc1ccc(NC(=O)CCc2nnc3ccc(N4CCN(C)CC4)nn23)cc1 | -10 | i
Cc1oc(-c2cccc(Cl)c2)nc1CN1CCCC(C(=O)NCc2ccco2)C1 (stereo not given) | -30 | i
CCn1c(SCC(=O)N2CCN(C)CC2)nc2c1c(=O)n(C)c(=O)n2C | -14 | i
COc1ccc(CN2CCN(C(=O)CC(C)C)CC2)cc1 | 8 | i
COc1ccc(N(CC(=O)NCc2ccc3c(c2)OCO3)S(=O)(=O)c2ccccc2[N+](=O)[O-])c(OC)c1 | 5 | i
COc1ccc(CCNC(=O)COC(=O)C2CCCCC2)cc1 | -3 | i
COc1cccc(-n2nc(-c3ccnn3-c3ccccc3)c(=O)n(C)c2=O)c1 | -18 | i
Cc1ccc(Cl)cc1NC(=O)C1CCN(S(C)(=O)=O)CC1 | -19 | i
Cc1cc(C)c(NC(=O)CNC(=O)Cc2ccc(S(=O)(=O)N3CCOCC3)s2)c(C)c1 | -9 | .
COc1cccc(-n2nnc3c(=O)n(CC(=O)N4CCCCC4)cnc32)c1 | 10 | i
O=C1CCC(C(=O)NCc2cccnc2)N1 (stereo not given) | 6 | i
CN(C)Cc1cc(C(C)(C)C)cc(C(C)(C)C)c1O | -7 | i
